APP transl inh – APP translation inhibition; SH-SY5Y APP 5'UTR-luciferase reporter, luminescence; 0.82% of 190,000 active; inhibition, % at 2 µM;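 active means inhibition above a set limit, derived from the sample mean plus 3 SD, cut at about 45% in these data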; further: values of inactives mirror those of a sister screen read the other way
FLuc stim CS – firefly luciferase counter-screen for stimulation assays | AID 1027 | 200,000 tested, under 10 active | ATPlite luciferase biochemical, luminescence, 10 min; 0 = ATP-free wells, 1 = DMSO control | P08659 | activation factor at 10 µM;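 active means luciferase activation factor, scaled between plate controls, of at least 2 with compound at 10 µM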
Target sequence (P08659 whole entry, looked up): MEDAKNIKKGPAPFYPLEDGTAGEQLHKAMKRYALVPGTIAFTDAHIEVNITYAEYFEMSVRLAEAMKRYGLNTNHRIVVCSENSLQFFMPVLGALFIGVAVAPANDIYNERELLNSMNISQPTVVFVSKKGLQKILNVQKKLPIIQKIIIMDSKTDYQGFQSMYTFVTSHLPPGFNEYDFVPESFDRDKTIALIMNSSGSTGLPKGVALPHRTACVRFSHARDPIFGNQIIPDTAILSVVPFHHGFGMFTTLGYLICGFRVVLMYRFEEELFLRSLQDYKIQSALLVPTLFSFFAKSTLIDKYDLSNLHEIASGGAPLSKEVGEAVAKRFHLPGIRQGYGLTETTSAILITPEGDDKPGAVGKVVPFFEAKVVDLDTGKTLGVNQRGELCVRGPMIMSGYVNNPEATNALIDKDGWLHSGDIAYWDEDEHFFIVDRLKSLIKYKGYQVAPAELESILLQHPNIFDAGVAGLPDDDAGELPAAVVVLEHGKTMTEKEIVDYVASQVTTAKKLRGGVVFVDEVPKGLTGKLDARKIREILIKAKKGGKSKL
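assay system = Luciferase/luciferin detection reagent, cell-free biochemical luciferase assay | also added = ATP substrate | times = 10 min post-reagent at room temperature | measured by = luminescence from luciferase reaction | measure = luciferase activation, seen as luminescence increase over controls | benchmarks = low control with PBS replacing ATP, high control enzyme plus ATP without compound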
NF-kB expr up – compounds increasing NF-kB expression in human neuronal cells; AID 1239; 1.6% of 190,000 active; NF-kB reporter expression; stronger effect = higher value; fold change at 12.5 µM; in the data active means fold change above about 3.3
STAT1 activator – activators of IFN-gamma induced STAT1 signaling | activation (% of control), % at 5.5 µM | NIH 3T3 STAT1-luciferase reporter, luminescence; 100% = IFN-gamma alone, no compound | 2.6% of 200,000 active;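 active means activation above the screen-wide mean activation plus 3 SD, cut at about 130% in these data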;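 further: raw ratio to IFN-gamma control signal so 100% means no change and 0% no light; values of inactives mirror those of a sister screen read the other way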
Redox H2O2 prof – compounds producing H2O2 with reducing agent – biochemical, NIH compound library profiling, artefact control for MLSCN library redox annotation, primary screen | DTT-dependent redox cycling H2O2, phenol red/HRP absorbance; 100% = 100 µM peroxide control, 0% = buffer | activation, % at 10 µM | AID 878 | 0.03% of 200,000 active;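 active means activation of at least 50% relative to the plate's high and low controls in the primary single-dose screen; inactive means activation below 50%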;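 further: compound incubated with DTT at 0.8 mM final as the reducing agent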
FLuc inhib CS – Photinus pyralis luciferase inhibition counter-screen; P08659; ATPLite firefly luciferase biochemical luminescence, 10 min; inhibition, % at 10 µM; 1.5% of 200,000 active; AID 1006;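 active means inhibition above about 50% when tested at 10 µM, limit read from the data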
Hsp70 activator – switches on Hsp70 transcription; AID 1203; 0.04% of 200,000 active; HeLa Hsp70 promoter luciferase reporter, luminescence; scaled: vehicle 0, proteasome-inhibitor control 100%; activation, % at 10 µM;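 active means activation above the mean across all tested compounds plus 3 SD, cutoff set per campaign, cut at about 5.5% in these data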;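 further: 100% = MG132 at 30 µM as the positive control and 0% = DMSO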
G6PDH CS – counter-screen for G6PDH assay hits: L. mesenteroides G6PDH inhibition. AID 1020. Purified L. mesenteroides G6PDH, diaphorase/resazurin coupled fluorescence, 45 min. inhibition, % at 5 µM. 0.12% of 200,000 active; in the data active means inhibition above about 50%
Efa HMGR inh – E. faecalis class II HMG-CoA reductase inhibition; 0.41% of 190,000 active; purified E. faecalis HMGR, NADPH absorbance 340 nm kinetic; inhibition, % at 10 µM;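 active means inhibition above a set limit, the median over all tested compounds plus 3 SD, cut at about 9.5% in these data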;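 further: enzyme runs in reverse so mevalonate oxidation gives rising NADPH absorbance; 0% = complete reaction with DMSO and 100% = background rate lacking mevalonate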
APP 5'UTR act – APP 5'UTR luciferase reporter activation; SH-SY5Y APP 5'UTR luciferase reporter, luminescence; zero percent = DMSO vehicle wells; AID 1276; 1% of 190,000 active; activation, % at 2 µM;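 active means activation above a set limit, based on mean plus 3 SD of controls, cut at about 140% in these data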; further: values of inactives mirror those of a sister screen read the other way
* hit, by the source's call; . = no result given. Rows are unselected; any-hit rate near 5.3%.

SMILES	APP transl inh	FLuc stim CS	NF-kB expr up	STAT1 activator	Redox H2O2 prof	FLuc inhib CS	Hsp70 activator	G6PDH CS	Efa HMGR inh	APP 5'UTR act
CCC(=O)Oc1ccc(NC(=O)c2ccco2)cc1	-14	0.4	1.3	99	-0.3	61*	-0.4	19	-4	14
CC(=O)NC(=S)Nc1cc(C(F)(F)F)ccc1N1CCOCC1	2	1.1	1	97	0.0	-11	-0.4	2	0	-2
CN(C1=C(N2CCOCC2)C(=O)c2ccccc2C1=O)c1ccccc1	-5	1	0.86	101	0.8	4	-0.3	18	0	5
COc1ccc(/C=C/c2nc3cc(-c4ccccc4)ccc3o2)cc1O	-23	1	1.1	102	0.5	3	-0.3	-5	-2	23
Cc1ccc(-n2c(SCC(=O)N/N=C/c3ccc(C)s3)nnc2-c2ccccc2)cc1	-10	1.1	0.8	99	-0.7	-6	-0.6	-1	-4	10
Cc1nc2cc(NS(=O)(=O)c3c(C)c(C)cc(C)c3C)ccc2s1	-11	1	0.74	93	-0.3	-5	-0.3	2	-1	11
COCCCNC(=O)Cn1cc(C(=O)c2cccs2)c2ccccc21	8	1	1.1	95	0.4	-1	0.0	0	0	-7
COc1ccc(-n2nc([N+](=O)[O-])c(=NCc3ccco3)n2O)cc1	-73	1	2.2	143*	0.0	2	0.1	8	0	73
O=S(=O)(NCCc1ccccc1)c1ccccc1	3	1	1	96	-0.2	-4	-0.4	4	0	-3
CCn1c(Cc2cccs2)nnc1SCC(=O)c1ccc(C)cc1	-9	1	2.1	107	-2.5	5	0.0	3	-6	9
O=[N+]([O-])c1cccc(S(=O)(=O)Nc2nc3ccccc3nc2Nc2cccc(S(=O)(=O)N3CCCCC3)c2)c1	-6	1	0.47	100	0.8	-4	-0.1	-25	-8	6
CSc1sc(C)cc1C1C(C#N)=C(N)N(c2cccnc2)C2=C1C(=O)CC(C)(C)C2 (stereo unspecified)	-18	1.1	1.4	105	-0.6	-10	-0.6	15	-2	18
CCOC(=O)c1c(CN(C)C)n(-c2ccccc2)c2cc(Br)c(O)cc12	-22	1.1	1.3	101	-1.0	-8	0.0	11	-5	22
CCOC(=O)c1[nH]c(C)c(C(=O)OC(C)C(=O)Nc2ncc(Cl)cc2Cl)c1C (stereo unspecified)	10	1	1.3	94	1.8	-1	0.1	0	3	-10
Cc1nn(-c2ccccc2)c2c1C(c1ccc(F)cc1)C(C#N)=C(N)O2 (stereo unspecified)	-16	1	1.5	97	2.4	-4	-0.5	1	1	16
CN(C)S(=O)(=O)c1ccc(-n2cccc2)cc1	9	1.1	1.1	102	-0.7	-6	0.1	6	-1	-9
CCOc1ccc(CNc2ccc3c(c2)nc(C)n3C)cc1	-13	1	1.4	107	0.2	-1	0.0	-5	-3	13
CCCCn1nnnc1SCC(=O)Nc1cccc(C)n1	8	1	1	105	2.6	-4	-0.4	19	0	-8
O=C(NC1(C(F)(F)F)NC(=O)N(Cc2cccnc2)C1=O)c1ccc(F)cc1 (stereo unspecified)	12	1.1	1.3	103	0.1	-9	-0.3	-2	-3	-12
O=C(CSc1nc2cc([N+](=O)[O-])ccc2n1-c1ccc(F)cc1)NC1CCS(=O)(=O)C1 (stereo unspecified)	-4	1	1.1	108	-0.1	-3	-0.5	10	1	4
O=C(NCCc1c[nH]c2ccccc12)C(=O)NCC1OCCCN1S(=O)(=O)c1ccc(F)cc1 (stereo unspecified)	18	1.1	1.1	90	-0.2	-6	-0.2	-5	1	-19
N#CCCCSc1nnc(CSc2nc3ccccc3s2)n1-c1ccccc1	-9	1.1	.	95	-0.4	-10	-0.4	2	.	9
CC(C)CC(=O)Nc1nnn(C)n1	-8	1.1	1.5	106	-0.3	-8	0.1	0	1	8
O=C(CCNC(=O)c1ccccc1Cl)Nc1ccc(Cl)c(C(F)(F)F)c1	11	1	0.76	98	0.3	3	-0.1	9	1	-11
COc1ccccc1/C=N/NC(=O)c1[nH]c(C)c(C(=O)N/N=C/c2ccccc2OC)c1C	2	1	0.97	99	-0.8	1	-0.4	10	-6	-1
COC(=O)C1CCN(c2cc(=O)n(-c3ccc(OC)cc3)c(=O)[nH]2)CC1	-18	1.1	1.1	104	-1.0	-5	-0.4	-6	-9	18
c1ccc2sc(Nc3nc4cc5c(cc4s3)OCO5)nc2c1	-195	0.5	4.7*	187*	-0.2	46	-0.1	2	-9	195*
COc1ccc(Nc2nc3cc(C)ccc3cc2C#N)c(OC)c1	92*	1	0.99	95	-0.4	-3	-0.3	9	-3	-92
O=C(c1ccc(F)cc1)N(NC(=O)C(O)(c1ccccc1)c1ccccc1)c1ccccc1	13	1	1.2	96	0.1	-2	0.0	14	1	-13
CCOc1ccc(S(=O)(=O)N(C)c2ccc(OCC(=O)Nc3ccc4[nH]c(=O)[nH]c4c3)cc2)cc1	-8	1	0.95	95	-0.7	-4	0.0	4	1	8

3 of the entries above in order of their number in NF-kB expr up, low to high:
canonical_smiles	NF-kB expr up
O=C(NCCc1c[nH]c2ccccc12)C(=O)NCC1OCCCN1S(=O)(=O)c1ccc(F)cc1 (stereo unspecified)	1.1
CCOC(=O)c1c(CN(C)C)n(-c2ccccc2)c2cc(Br)c(O)cc12	1.3
Cc1nn(-c2ccccc2)c2c1C(c1ccc(F)cc1)C(C#N)=C(N)O2 (stereo unspecified)	1.5

(listing goes on)
SMILES	APP transl inh	FLuc stim CS	NF-kB expr up	STAT1 activator	Redox H2O2 prof	FLuc inhib CS	Hsp70 activator	G6PDH CS	Efa HMGR inh	APP 5'UTR act
Cc1ccc(S(=O)(=O)NC2(C(F)(F)F)C(=O)Nc3c2c(=O)[nH]c(=O)n3-c2ccccc2)cc1 (stereo unspecified)	-2	1	1.2	95	-0.2	1	-0.3	4	-2	3
O=[N+]([O-])c1ccc(NCCCNS(=O)(=O)c2ccccc2)cc1	1	1	0.96	91	0.0	-3	-0.1	12	0	-1
COc1ccc(COC(=O)N/C=C/c2ccco2)cc1	-3	1	1.2	105	0.2	1	0.0	3	-1	3
CC1=C(C(=O)N(C)C)C(c2ccccc2OC(F)F)NC(=O)N1 (stereo unspecified)	13	1	0.94	104	0.0	-1	-0.2	-5	5	-13
O=C(c1ccco1)N1CCN(c2ccc([N+](=O)[O-])c(N3CCOCC3)c2)CC1	13	1	1.1	100	-0.4	-5	-0.1	8	-3	-13
CCSc1nc2c(c(=O)[nH]c(=O)n2C)n1C	-1	1	0.97	97	0.3	0	0.1	7	-4	1
Cc1onc(-c2ccccc2)c1C(=O)NCc1cccs1	9	1.1	1.1	95	0.0	-6	-0.4	4	-3	-9
CC(C)(C)C(=O)N1CCN(c2ccc([N+](=O)[O-])c(NCc3cccnc3)c2)CC1	10	1.1	0.73	96	-1.0	-8	-0.3	5	-4	-10
Cc1ccc(C)c(CN2C(=O)C3CCCN3c3ccc(S(=O)(=O)N4CCOCC4)cc32)c1 (stereo unspecified)	10	1	0.97	103	1.9	-4	-0.3	7	-7	-10
CCOC(=O)C(C)N1N=C(/C=C/c2ccc(C)cc2)CCC1=O (stereo unspecified)	-7	1	1.2	101	-4.2	-3	0.3	3	6	7
COc1ccc2c(c1)CCc1c(C(=O)Nc3c(C)n(C)n(-c4ccccc4)c3=O)noc1-2	5	0.9	1.1	106	-2.1	5	-0.3	7	7	-5
CCOC(=O)/C(C#N)=N/Nc1ccccc1OC	-13	0.9	1.4	104	-1.2	10	-0.4	-1	-2	13
Nc1cccc(-n2nncc2-c2ccc(Cl)cc2)c1	-2	1	1.1	99	0.0	-4	-0.2	14	-2	1
CCc1cc2c(=O)c(-c3cscn3)coc2c(CN(C)C)c1O	14	1.1	0.71	103	3.1	-9	-0.1	-9	2	-14
Cc1ccc(NC(=O)Cn2nc(C(F)(F)F)c3c2CCC3)cc1	-7	1	0.88	99	0.1	-1	-0.1	0	-2	7
CCCCC(=O)Nc1cccc(NC(=O)CC)c1	-21	0.9	1.2	102	2.7	6	0.1	2	-1	21
COc1ccc(NS(=O)(=O)c2cc(NC(=O)c3cnccn3)ccc2OC)cc1Br	-13	1.1	1.3	98	-1.9	-6	-0.3	3	-5	13
CC(=O)OC1C2CCC1C([N+]1(C)CCCCC1)CC2 (stereo unspecified)	-1	1	0.96	103	0.0	-4	-0.3	0	-2	1
Nc1c([N+](=O)[O-])cc(-c2cnc[nH]2)cc1[N+](=O)[O-]	-4	1	0.96	105	-2.0	4	0.2	10	0	4
CCN(CC)c1ccc(NC(=O)CN2CCN(c3nc(C)cc(C)n3)CC2)cc1	15	1	0.8	99	0.1	-1	-0.3	-4	5	-15
COC(=O)c1c(NC(=O)Cc2cccs2)sc(C(=O)N2CCCCC2)c1C	15	0.9	0.96	86	0.7	5	-0.6	-4	-4	-15
COc1cccc(N2CC(=O)N(NC(=O)CSc3nc(C)cc(C)c3C#N)CC2=O)c1	18	1.1	1.1	91	-0.5	-5	-0.3	2	-1	-18
CN(C1CCS(=O)(=O)C1)S(=O)(=O)c1ccccc1 (stereo unspecified)	-4	1.1	1.1	105	-0.4	-5	0.1	11	6	4
CC(C)CCNC(=O)c1cccc(S(=O)(=O)N2CCc3ccccc32)c1	-12	1.1	0.88	101	1.2	-8	-0.3	6	-6	12
Cc1ccc(NC(=O)CSc2nccn2C)cc1S(=O)(=O)N1CCOCC1	6	1.1	1.1	103	-0.1	-6	-0.2	2	-4	-6
O=C(Cc1ccc(Cl)cc1)NNC(=S)NC(=O)c1cccnc1	5	1.1	1.1	105	-0.6	-6	0.2	27	-1	-5
Cc1cccc(NC(=O)c2cc3n(n2)C(C(F)(F)F)CC(C2CC2)N3)c1C (stereo unspecified)	-5	1	1.4	94	2.2	-1	0.1	15	-11	5
O=C(O)c1ccc2c(c1)N(Cc1cccc(F)c1)C(=O)CS2	3	1	1	99	-0.3	-5	-0.5	4	-1	-3
O=C(Nc1ccc(Cl)cn1)c1ccc(-c2ccc(Cl)c(Cl)c2)o1	2	.	.	100	2.5	.	-0.4	.	.	-2
COc1ccc(NC(=O)c2ccc(-n3cccn3)nc2)cc1	12	1	1.3	107	1.6	-4	-0.4	3	-1	-12

Next part:
SMILES	APP transl inh	FLuc stim CS	NF-kB expr up	STAT1 activator	Redox H2O2 prof	FLuc inhib CS	Hsp70 activator	G6PDH CS	Efa HMGR inh	APP 5'UTR act
COC(=O)CSc1ccc(S(=O)(=O)N2CCCCCC2)cc1[N+](=O)[O-]	-4	1	1.1	99	-1.9	0	-0.4	-4	-4	4
CCC1CCC(NC2CCCCNC2=O)CC1 (stereo unspecified)	-2	1.1	1.4	100	-0.2	-9	-0.4	2	1	2
O=C(CSc1ccccc1)Nc1cc(S(=O)(=O)N2CCOCC2)ccc1N1CCOCC1	12	1.1	1	96	-1.9	-6	-0.2	14	0	-12
O=C(O)C(CC1CCCCC1)N1CCS(=O)(=O)CC1 (stereo unspecified)	0	1	1.1	104	-0.7	-5	0.0	10	-8	1
C/C(=N\O)C(=O)NCc1ccncc1	-4	1	1.2	103	0.1	-4	0.0	0	-4	4
CN1CCN(C(=O)/C(=C/c2ccccc2)c2ccccc2)CC1	-14	1.1	1	103	-0.5	-6	-0.2	10	3	14
O=C(Nc1cccc(S(=O)(=O)N2CCCCCC2)c1)c1ccc2c(c1)OCO2	-4	1	0.86	77	-0.5	0	-0.4	1	-3	4

Assay outcomes: PubChem, several laboratories
